# Screening results from PubChem.
# HttQ103 aggreg: mutant huntingtin aggregation inhibition; PC12 HttQ103-GFP aggregates, Acumen cytometry, 40 h; Potency, µM (series often up to 46.1 µM), for the others: at the top dose activity change, negative = inhibition, hits mostly inhibitors; actives 1.1% (n = 220,000); AID 1688; note: potency is the fitted concentration of half-maximal effect; % is set by controls: 0 for no effect and ±100 for the full control effect; nearly all actives have a fitted effect of over 60% in size
#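 Ecdysone-promoter PC12 model expressing HTT exon 1 Q103 fused to GFP, induced by tebufenozide at 100 nM final. Compounds titrated; aggregates sized 1–25 µm scored on a 488 nm laser cytometer.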
# Lamin A splicing: LMNA splicing modulation | HeLa LMNA splicing GFP/RFP minigene ratio, 48 h | Potency, µM (doses to about 46.1 µM), for the others: top-dose ratio change, negative = inhibition, usual class: inhibitors | actives 0.01% (n = 200,000); active = well fitted inhibition curve with a large enough effect in the signal ratio, with a control signal flat, not every such curve was filed as active; inconclusive = small, poorly fitted or top-dose-only effect, or effect the other way, or a change in a side signal; the % refers to the signal ratio; note: potency is the fitted concentration of half-maximal effect; % is set by controls: 0 for no effect and ±100 for the full control effect
#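 Read-out is the ratio of GFP to DsRed2 object intensity, acquired by 488 nm laser-scanning cytometry on HeLa lamin A-EGFP minigene reporter cells. Compound incubation 48 hrs at 37 °C in Opti-MEM with 2% FBS; DMSO 0.5% final.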
# NPSR antagonist: antagonists of human neuropeptide S receptor cAMP signaling | AID 1461 | actives 1% (n = 220,000) | Potency, µM (highest dose often 38.3 µM), for the others: top-dose activity change, negative = inhibition, actives largely listed as inhibitors | CHO-NPSR cells, cAMP TR-FRET, antagonist mode | Q6W5P4; note: potency is the fitted concentration of half-maximal effect; % is set by controls: 0 for no effect and ±100 for the full control effect; nearly all actives have a fitted effect of over 50% in size; many of its hits are not listed in these tables
# Target sequence (Q6W5P4 whole entry, looked up): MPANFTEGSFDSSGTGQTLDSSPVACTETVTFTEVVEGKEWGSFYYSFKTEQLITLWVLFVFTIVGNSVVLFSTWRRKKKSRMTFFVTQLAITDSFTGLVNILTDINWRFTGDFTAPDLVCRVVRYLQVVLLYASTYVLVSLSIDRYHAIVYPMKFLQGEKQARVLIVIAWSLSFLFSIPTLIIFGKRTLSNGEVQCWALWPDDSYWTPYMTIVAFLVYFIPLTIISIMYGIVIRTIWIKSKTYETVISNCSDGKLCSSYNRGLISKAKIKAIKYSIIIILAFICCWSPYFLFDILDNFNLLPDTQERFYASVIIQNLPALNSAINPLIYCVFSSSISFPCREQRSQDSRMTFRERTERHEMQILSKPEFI
# IMPase Li cell: IMPase inhibition in cells with lithium potentiation; AID 1457; actives 0.35% (n = 210,000); CHO-M1 cells, IP1 TR-FRET (IP-One), carbachol + lithium; Potency, µM (highest dose often 59.4 µM), for the others: top-dose activity, negative = IMPase inhibition, actives largely listed as inhibitors;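 note: IP1 builds up when IMPase is blocked and the TR-FRET signal falls; potency is the fitted concentration of half-maximal effect; plate controls were basal vehicle for no effect and high inhibitor control for full effect; nearly all actives have a fitted effect of over 50% in size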
#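 Lithium-sensitised IP1 accumulation assay; M1-expressing CHO cells treated 30 min at 37C with compound. Competitive antibody detection by time-resolved FRET followed a 10 min room-temperature lysis step.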
# CBFb RUNX1 block: blocks binding between human CBF-beta and RUNX1. AlphaScreen CBFb-His/RUNX1-biotin binding, biochemical. Potency, µM (titrated, usually from 59.8 µM), for inactives: top-dose activity, negative = inhibition, hits mostly inhibitors. 230,000 tested, under 10 active. AID 1477; note: % of control where 0% means no effect
# Target sequence (Q01196 whole entry, looked up): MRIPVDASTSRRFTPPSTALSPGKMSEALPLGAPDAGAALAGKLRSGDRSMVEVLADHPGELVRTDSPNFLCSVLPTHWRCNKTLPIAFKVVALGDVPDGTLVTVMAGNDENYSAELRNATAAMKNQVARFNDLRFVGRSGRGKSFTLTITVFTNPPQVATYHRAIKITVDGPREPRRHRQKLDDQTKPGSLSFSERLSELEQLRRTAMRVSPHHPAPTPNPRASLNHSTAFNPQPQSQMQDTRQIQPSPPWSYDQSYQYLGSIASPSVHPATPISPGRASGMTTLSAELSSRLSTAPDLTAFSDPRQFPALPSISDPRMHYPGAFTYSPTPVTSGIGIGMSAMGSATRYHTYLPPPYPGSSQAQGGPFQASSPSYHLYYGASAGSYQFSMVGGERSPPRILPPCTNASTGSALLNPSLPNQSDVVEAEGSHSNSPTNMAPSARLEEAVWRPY
# Target sequence (Q13951 whole entry, looked up): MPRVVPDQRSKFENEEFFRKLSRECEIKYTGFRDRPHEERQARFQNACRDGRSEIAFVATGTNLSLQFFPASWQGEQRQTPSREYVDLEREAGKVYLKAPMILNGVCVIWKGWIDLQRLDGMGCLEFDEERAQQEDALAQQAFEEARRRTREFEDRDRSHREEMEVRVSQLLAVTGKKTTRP
#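 AlphaScreen proximity signal reports loss of binding between His-tagged CBF-beta and biotin-labelled RUNX1, each at 30 nM. Proteins are pre-associated for 20 minutes, compounds added for 15 minutes, then beads for 90 minutes, all at ambient temperature.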
# Luc counter: Kinase-Glo luciferase inhibition (counter-screen); Q27757; Kinase-Glo luciferase, ATP luminescence, 8 min; Potency, µM (highest dose often 38.3 µM), for the others: at the highest dose activity change, negative = inhibition, most hits filed as inhibitors; actives 0.28% (n = 200,000); note: potency is the fitted concentration of half-maximal effect; % is set by controls: 0 for no effect and ±100 for the full control effect; nearly all actives have a fitted effect of over 60% in size
#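 Light output from Kinase-Glo luciferase with luciferin and 10 uM ATP in 50 mM imidazole pH 7.2, KCl, MgCl2, Tween 20, BSA; compound pin-delivered, 8-min ambient incubation, then luminescence read.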
# Epigenetic derep: regulators of epigenetic silencing causing reporter derepression in mouse cells. murine LDR cells, GFP reporter derepression, 30 h. Potency, µM (series often up to 53.9 µM), for the others: top-dose GFP activation, hits mostly activators. actives 0.2% (n = 280,000). AID 1865; note: potency is the fitted concentration of half-maximal effect; % of control where 0% means no effect; nearly all actives have a fitted effect of over 60% in size
#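 Murine LDR cells bearing a silenced CMV-driven GFP reporter were exposed to compound for 30 h at 37 C. After PBS washes, GFP-positive cells (20-120 um objects) counted by laser-scanning microplate cytometry.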
# The depositor's hits bear a star; ? = inconclusive; / = no result given; & = joins results of further samples; [ ] = another dose, or the depositor's remark. Unless noted, calls come from the whole dose curve; as a rule, active = well fitted curve in the direction sought with a large enough effect; inconclusive = small, poorly fitted or top-dose-only effect, or another doubt; inactive = no such curve, though single readings can be large; an effect the other way counts as inactive or inconclusive. These rows are one share of the data; the hit share may differ from the screen's.
# Each structure is followed by: HttQ103 aggreg, Lamin A splicing, NPSR antagonist, IMPase Li cell, CBFb RUNX1 block, Luc counter, Epigenetic derep
CC1CCC(NC(=O)C2CCN(C(=O)NC3CCCCC3)CC2)CC1 (configuration not stated)
  3%, -2%, -21%[7.67 µM], -10%[38.3 µM], -9%, -2%, 11%
COc1ccc(C(=O)NC(=S)NNC(=O)c2cnccn2)cc1
  29%, ?, -27%[46.1 µM], 6%, 2%, -1%, 0.0%
CCOC(=O)c1cc(S(=O)(=O)N2CCN(C(=O)OCC)CC2)cn1C
  -8%, 6%, -2%[46.1 µM], 20%[38.3 µM], 6%, -3%, 0.0%
COc1ccc(COc2ccccc2C(N)=O)cc1F
  16µM*, ?, 3%, -1%, 11%, -2%, -1.0%
OCC1OC([S-])[C@H](O)C(O)C1O.[Au+] (some centres not stated)
  17%, /, /, 7%, 9%, -7%, -1.2%
O=c1cc(-c2ccccc2)oc2cccc(O)c12
  /, /, /, 11%&13%, 19%[21.7 µM], 3%&-4%, -1.6%&4.0%
Cn1c(CNc2ccccc2)cc(=O)n(C)c1=O
  -9%, 9%, -9%[46.1 µM], -12%[38.3 µM], 3%, -10%, -0.4%
COc1ccc(-n2nc(C(=O)NCC(=O)NCc3ccccc3OC)c3ccccc3c2=O)c(OC)c1
  1%, 2%[9.22 µM], -24%, -1%, -12%, 4%, 1.4%
CC1CCC2C(=O)N(c3cccc(OS(=O)(=O)c4ccccc4)c3)C(=O)C2C1 (configuration not stated)
  13%, -1%, -20%, 11%, 14%, 3%, 0.2%
COc1cc(-c2nnc(SCC(=O)N3CCCC3)o2)cc(OC)c1OC
  ?, 2%, -19%[46.1 µM], -10%[38.3 µM], 22%, -4%, -0.4%
Cc1cc(OCc2cc3c(cc2Cl)OCO3)c2c(C)cc(=O)oc2c1
  4%, -5%, -4%[46.1 µM], /, 1%, /, -0.9%
CCCc1cc(C(=O)NCCc2ccccc2)no1
  -10%, -10%, -11%[46.1 µM], 20%[38.3 µM], 4%, -8%, -0.1%
CCOc1ccc(/C=N/NC(=O)CSc2ccccn2)cc1O
  -25%[9.22 µM], /, -3%, /, 0%, /, -1.2%
CCc1c(O)nc(SCC(=O)N(CC)CC)[nH]c1=O
  /, 7%[46 µM], 1%, 9%, 1%, -5%, 1.1%
Cc1ccc(C)c(-n2nnnc2Sc2nc([N+](=O)[O-])nn2C)c1
  31%, -23%, 18%, -5%, 7%, 5%, 0.9%
Cc1c(NC(=O)C2CCCCC2)cc(C(=O)N2CCOCC2)cc1[N+](=O)[O-]
  26%, ?, -3%, -2%, 6%, 0%, 0.0%
CCC(CC)NC(=O)CON=C1c2ccccc2-c2ccccc21
  9%, 7%, 2%, 0%, 3%, 0%, 1.0%
COc1cccc(N(C(C)=O)c2nc(C)cc(C)c2C#N)c1
  ?, 9%, 2%[46.1 µM], 11%[38.3 µM], ?, -3%, -0.8%
COC(=O)c1cccc(NC(=O)C23CC4CC(C2)CC(n2cncn2)(C4)C3)c1
  -9%, -9%, -3%[46.1 µM], 10%, 15%, 10%, 7.9%
Cc1sc2nc(SCc3nnc(-c4cccs4)o3)n(C3CCCC3)c(=O)c2c1C
  13%[9.22 µM], -3%, ?, 5%[38.3 µM], 2%, 1%, 0.4%

# Exported with each value named: part of the list above
CCOC(=O)c1cc(S(=O)(=O)N2CCN(C(=O)OCC)CC2)cn1C
- HttQ103 aggreg: -8%
- Lamin A splicing: 6%
- NPSR antagonist: -2%[46.1 µM]
- IMPase Li cell: 20%[38.3 µM]
- CBFb RUNX1 block: 6%
- Luc counter: -3%
- Epigenetic derep: 0.0%
COc1ccc(COc2ccccc2C(N)=O)cc1F
- HttQ103 aggreg: 16µM*
- Lamin A splicing: ?
- NPSR antagonist: 3%
- IMPase Li cell: -1%
- CBFb RUNX1 block: 11%
- Luc counter: -2%
- Epigenetic derep: -1.0%
OCC1OC([S-])[C@H](O)C(O)C1O.[Au+] (some centres not stated)
- HttQ103 aggreg: 17%
- Lamin A splicing: /
- NPSR antagonist: /
- IMPase Li cell: 7%
- CBFb RUNX1 block: 9%
- Luc counter: -7%
- Epigenetic derep: -1.2%

# Next compounds follow:
# Each structure is followed by: HttQ103 aggreg, Lamin A splicing, NPSR antagonist, IMPase Li cell, CBFb RUNX1 block, Luc counter, Epigenetic derep
C=CCNc1nnc(Cl)c2ccccc12
  7%, -15%, 20%[46.1 µM], -16%, 6%, 4%, -1.1%
CCCn1c(C(O)c2ccc3c(c2)OCO3)nc2ccccc21 (configuration not stated)
  -19%, 11%, -23%[46.1 µM], -14%[38.3 µM], 8%, 11%, -0.3%
CSc1cc(C)nc(N(C)C(C)=O)n1
  0%, -7%, -3%[7.67 µM], -14%[38.3 µM], 6%, 10%, -2.8%
CCN1C(=O)/C(=C/N2CCc3ccccc32)SC1=S
  ?, 4%, -8%[46.1 µM], 25%[38.3 µM], 9%, -12%, 2.2%
COc1cc(/C=N/Nc2ccccc2)ccc1OC(=O)c1cccs1
  4%, 2%, -10%[46.1 µM], 9%, -6%, -4%, 1.0%
NC(=O)CCS(=O)(=O)CCN1CCCCC1
  -15%, -5%, 2%[46.1 µM], 6%[38.3 µM], 1%, 0%, 0.9%
O=C(CN1C(=O)C2C3C=CC(C3)C2C1=O)N1CC(=O)N(CCc2ccccc2)C(=O)C1 (configuration not stated)
  -5%, -7%, 7%[46.1 µM], 1%, 9%, 0%, 0.0%
CC(=O)Nc1ccc(S(=O)(=O)N2CCN(CCCOc3ccccc3Cl)CC2)cc1
  19%[9.22 µM], ?, -24%[46.1 µM], 44%[activator][38.3 µM], -11%, 2%, -0.5%
CN1CCN(S(=O)(=O)c2cccc(C(=O)Nc3sc4c(c3-c3nc5ccccc5[nH]3)CCCC4)c2)CC1
  16%, ?, 10%, 2%, 13%, -6%, 1.9%
Cc1ccc(S(=O)(=O)N2CCN(C(=O)C3Cc4ccccc4CN3C(=O)c3ccco3)CC2)cc1 (configuration not stated)
  -10%, -4%, -18%[46.1 µM], 7%[38.3 µM], 0%, -5%, -1.1%
O=C1CC(SC2=NCCS2)C(=O)N1c1cccc(Cl)c1Cl (configuration not stated)
  1%, /, 3%, -7%, -2%, -6%, 0.3%
CCOC(=O)C(CCc1ccccc1)NC(C)C(=O)N1CCCC1C(=O)O (configuration not stated)
  /, /, /, -2%, 17%, -3%, -1.3%
CC(C)OP(=O)(OC(C)C)C(NC(=O)c1cccc([N+](=O)[O-])c1)C(N)=O (configuration not stated)
  -3%[9.22 µM], 17%, -3%[46.1 µM], -12%[38.3 µM], 2%, 2%, -2.9%
Nc1ccc2nc(SCc3ccc([N+](=O)[O-])cc3)sc2c1
  1%, 15%, -22%[46.1 µM], -5%[38.3 µM], -26%, -2%, -1.1%
Cc1nc2c(cc1C(=O)N/N=C/c1ccc([N+](=O)[O-])cc1)c(=O)n(C)c(=O)n2C
  -15%, 0%, 24%, -1%, 1%, 1%, -1.0%
Cc1cc(-c2ccccc2)nc(N(C)N)c1S(C)(=O)=O
  -3%, /, 9%, 9%, -5%, -2%, -1.1%
Cc1ccc(OCn2c(=O)sc3ccccc32)cc1
  -20%, -4%, -20%[46.1 µM], 30%[activator][38.3 µM], ?, -1%, 3.6%
Cc1ccc2c(Cl)cc(Cl)c(OCC(=O)Nc3cc(C)on3)c2n1
  3%, 6%[0.0737 µM], 7%[46.1 µM], 11%[38.3 µM], 3%, -1%, -0.9%
Cc1cc(C(F)(F)F)n(-c2nc(C(=O)NNS(=O)(=O)c3ccccc3[N+](=O)[O-])cs2)n1
  5%, /, 44%, 9%, -1%, 0%, 0.5%
O=S(=O)(Nc1ccc2c(c1)nc1n2CCOC1)c1ccccc1
  -2%, -3%, -12%[46.1 µM], 7%[38.3 µM], 1%, 1%, -1.0%

# Next part:
compound | HttQ103 aggreg | Lamin A splicing | NPSR antagonist | IMPase Li cell | CBFb RUNX1 block | Luc counter | Epigenetic derep
O=C(COC(=O)[C@@H]1CCCN1C(=O)c1cccs1)Nc1ccc(F)cc1[N+](=O)[O-] | 2% | 1%[46 µM] | -1% | 1% | -7% | 2% | -0.3%
CN(c1cccc(NC(=O)CN(c2cccc(F)c2)S(C)(=O)=O)c1)S(C)(=O)=O | 8% | -1%[46 µM] | 3% | 6% | 10% | 5% | -0.4%
N#Cc1cc(NC2CCCC2)c([N+](=O)[O-])cc1C#N | 8% | -7% | 25% | -7% | -7% | -2% | 1.5%
Cc1cccc(-c2nnc(SCc3cc(=O)[nH]c4ccccc34)n2C)c1 | 2% | -7% | ? | -2%[38.3 µM] | 5% | 3% | 0.6%
O=C(CN(C1CCCCC1)C1CCCCC1)N1CCc2ccccc2C1 | -26% | 0% | ? | 21%[38.3 µM] | -4% | -1% | 0.0%
Cn1c(=O)c2c(nc(Br)n2CCSc2ncccn2)n(C)c1=O | 1% | ? | -3%[46.1 µM] | 9%[38.3 µM] | 3% | 1% | -1.0%
Brc1ccc(/C=N/N2CCN(C3c4ccccc4-c4ccccc43)CC2)s1 | 13% | ? | -1%[46.1 µM] | -4% | 0% | 3% | -0.9%
Cc1c(NC(=O)OCc2ccccc2)c(=O)n(-c2ccccc2)n1C | -6% | 1% | -11%[46.1 µM] | 0%[38.3 µM] | 2% | 1% | -2.7%
CCOC(=O)c1ccc(Nc2ccc([N+](=O)[O-])cn2)cc1 | -6% | 1% | -1% | 12% | 12% | 1% | -3.2%
CCc1nc(N2CCN(C(=O)c3ccccc3)CC2)c(C#N)c2c1COC(C)(C)C2 | -28% | ? | -27%[46.1 µM] | / | 4% | / | ?
CCOC(=O)N1CCN(C(=O)CN(c2ccccc2OC)S(=O)(=O)c2ccc(OC)cc2)CC1 | -10%[9.22 µM] | ? | 1% | 3% | 4% | 2% | -4.0%
CC1CN(c2ccccc2)C(=O)CS1 (configuration not stated) | -6% | 12% | -2%[46.1 µM] | 25%[38.3 µM] | 1% | 3% | -1.1%
COc1cccc(N2CCN(C(=O)c3ccc(CSc4nc5ccncc5[nH]4)cc3)CC2)c1 | -3% | ? | 10% | 7% | 1%[2.36 µM] | 2% | -1.7%
Cc1cc(C(=O)O)sc1C | -7% | -11% | -29%[46.1 µM] | 6%[38.3 µM] | 2% | 4% | 1.3%
